# Screening data deposited in PubChem BioAssay by Sanford-Burnham Center for Chemical Genomics.
# NR3A LBD binder: NR3A (human) ligand-binding domain modulation; NR3A LBD differential scanning fluorimetry, Tm shift; 0% = protein alone, 100% = glycine-bound protein; Tm shift relative to glycine control, % at 25 µM; 340,000 compounds, 2.5% hits; AID 1259313;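 active = melting temperature shift of at least 10% of the positive control shift, at one fixed dose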
# CCR6 antag: CCR6 (human) receptor antagonism. inhibition, % at 20 µM. CHO-K1 CCR6 PathHunter beta-arrestin, luminescence, CCL20-stimulated. P51684. 340,000 compounds, 0.49% hits;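 active = compounds whose inhibition of the agonist-driven luminescence signal at 20 µM reaches about 50%, limit read from the data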;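 also: cells stimulated with CCL20 at 14 nM final; plate controls were DMSO with CCL20 for no effect and DMSO without agonist for full effect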
# Target sequence (P51684 whole entry, looked up): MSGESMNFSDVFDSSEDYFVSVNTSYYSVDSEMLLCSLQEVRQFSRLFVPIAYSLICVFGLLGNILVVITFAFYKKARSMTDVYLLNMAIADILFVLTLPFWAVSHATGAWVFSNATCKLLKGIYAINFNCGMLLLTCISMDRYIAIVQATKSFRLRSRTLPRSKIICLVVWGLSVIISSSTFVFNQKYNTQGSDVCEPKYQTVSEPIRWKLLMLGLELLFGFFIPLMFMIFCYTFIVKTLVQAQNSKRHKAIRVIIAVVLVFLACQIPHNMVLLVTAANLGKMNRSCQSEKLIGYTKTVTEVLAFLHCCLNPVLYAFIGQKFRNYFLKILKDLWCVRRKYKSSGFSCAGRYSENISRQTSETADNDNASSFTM
# CXCR6 inh: blocks human CXCR6 beta-arrestin recruitment | CHO-K1 PathHunter CXCR6 beta-arrestin, luminescence | inhibition, % at 20 µM | 360,000 compounds, 0.36% hits | AID 602244; in the data active = inhibition above about 34%, passing the limit was not always enough;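 also: antagonist mode with CXCL16 agonist at 10 nM final; 0% = 10 nM CXCL16 with DMSO and 100% = unstimulated wells without agonist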
# Target sequence (O00574 whole entry, looked up): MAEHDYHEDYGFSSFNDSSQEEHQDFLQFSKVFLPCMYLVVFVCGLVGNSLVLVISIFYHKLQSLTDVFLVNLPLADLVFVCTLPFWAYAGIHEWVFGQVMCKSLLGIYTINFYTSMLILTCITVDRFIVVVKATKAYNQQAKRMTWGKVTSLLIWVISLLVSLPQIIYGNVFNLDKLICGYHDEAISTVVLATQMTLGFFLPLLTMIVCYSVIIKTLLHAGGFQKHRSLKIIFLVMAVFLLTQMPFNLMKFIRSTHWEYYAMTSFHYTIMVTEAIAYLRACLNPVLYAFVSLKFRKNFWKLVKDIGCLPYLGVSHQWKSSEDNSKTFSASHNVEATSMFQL
# MPTP block: permeability transition pore inhibition; isolated mouse mitochondria, Ca2+ swelling absorbance, 30 min; 360,000 compounds, 1.4% hits; inhibition, % at 10 µM;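 active = inhibition of 50% or more, scaled per plate between neutral and stimulator controls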;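 also: 0% = DMSO wells given calcium and 100% = 1 mM EGTA wells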
# EBI2 block: antagonists of human EBI2 receptor. 360,000 compounds, 0.81% hits. EBI2 beta-arrestin recruitment, luminescence, 7a,25-OHC stimulated. AID 651636. inhibition, % at 5 µM. P32249; in the data active = inhibition above about 38%;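 also: enzyme fragment complementation signal reports receptor beta-arrestin coupling in cells; 0% = agonist plus DMSO wells and 100% = wells without agonist; some results beyond the cut were filed as inactive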
# Target sequence (P32249 whole entry, looked up, the tested form may be a part): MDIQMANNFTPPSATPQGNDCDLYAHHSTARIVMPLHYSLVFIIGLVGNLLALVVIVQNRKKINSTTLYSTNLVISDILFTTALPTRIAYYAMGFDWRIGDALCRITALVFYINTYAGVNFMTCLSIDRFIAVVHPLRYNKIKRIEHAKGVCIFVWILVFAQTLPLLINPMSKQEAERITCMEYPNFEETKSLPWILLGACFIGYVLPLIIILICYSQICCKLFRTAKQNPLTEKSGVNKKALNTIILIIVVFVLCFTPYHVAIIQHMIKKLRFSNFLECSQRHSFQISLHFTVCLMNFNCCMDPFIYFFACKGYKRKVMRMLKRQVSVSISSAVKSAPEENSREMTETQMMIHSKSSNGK
# APOBEC3A inh: human APOBEC3A DNA deaminase inhibition; recombinant A3A, FAM/TAMRA ssDNA deamination fluorescence; P31941; inhibition, % at 20 µM; 330,000 compounds, 0.41% hits;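 active = at least 40% inhibition at 20 µM here, with at most 30% in a related deaminase screen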;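 also: plate controls were A3A with DMSO for no effect and wells lacking A3A enzyme for full effect; some results filed as inactive read as strong as hits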
# Gli-Sufu antag: antagonists of Gli-Sufu signaling. Sufu-KO-LIGHT fibroblasts, Gli luciferase reporter luminescence. inhibition, % at 5 µM. 340,000 compounds, 0.74% hits. AID 588413;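 active = inhibition above about 55%, limit read from the data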;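 also: 0% = DMSO-treated cells and 100% = wells with medium but no cells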
# APOBEC3G inh: blocks human APOBEC3G single-stranded DNA deamination; recombinant A3G, ssDNA deamination FAM/TAMRA fluorescence; Q9HC16; AID 493012; 330,000 compounds, 0.28% hits; inhibition, % at 20 µM;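 active = inhibition of at least 40% at 20 µM, with no more than 30% in the related APOBEC3A deaminase screen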;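 also: plate controls were DMSO wells with A3G for no effect and wells lacking A3G enzyme for full effect; some compounds called inactive have numbers as strong as hits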
# Active calls of the source: *. Rows are unselected; 5.8% or so of the library scored in one or more.
SMILES,NR3A LBD binder,CCR6 antag,CXCR6 inh,MPTP block,EBI2 block,APOBEC3A inh,Gli-Sufu antag,APOBEC3G inh
CCCCCCCNc1cccc(C)c1,1,7,8,3.7,5,-2,-6,-3
C=C(C)COc1ccc(-c2n[nH]c(C)c2-c2ccccc2)c(O)c1,11*,-9,-5,-6.4,18,-1,20,-4
COc1cc2cc(CN(CCN3CCCC3)C(=O)Nc3ccc(F)cc3)c(=O)[nH]c2cc1OC,-1,4,0,-4.2,8,-13,-3,-4
O=C(c1c(F)c(F)c(F)c(F)c1F)N1CCN(Cc2ccc3c(c2)OCO3)CC1,0,-2,-10,2.4,-10,-2,-9,-3
Cc1nn(CC(=O)N(C)c2c(N)n(Cc3ccccc3)c(=O)[nH]c2=O)c(C)c1[N+](=O)[O-],1,-1,6,-0.2,5,0,5,-9
Cc1ccc(-c2csc(C3=C(O)CN(NC(=O)c4ccc([N+](=O)[O-])cc4)C3=N)n2)cc1,5,-6,-3,-1.2,6,8,-9,6
COc1cccc(C2C(C#N)=C(N)N(c3ncn[nH]3)C3=C2C(=O)CCC3)c1 (centres undefined),-2,4,1,-7.9,-23,-1,6,-4
CC1C(C#N)=C(N)OC2=C1C(=O)CC(c1ccccc1)C2 (centres undefined),-3,1,8,0.1,-3,-3,-22,-6
Cc1ccc(S(=O)(=O)N(CC(=O)NCc2cccnc2)C2CCCCC2)cc1,1,4,-2,1.0,-5,-1,2,-8
Cc1csc(NC(=O)CSc2nnc(-c3ccc(S(=O)(=O)N4CCCC4)cc3)o2)n1,2,6,-1,0.7,-4,2,4,-2
O=C(Nc1c(-c2cccs2)nc2ccccn12)c1ccccc1F,0,5,1,-1.4,7,0,2,-4
CCc1ccccc1NC(=S)N(CCN(C)C)C(C)c1ccccn1 (centres undefined),7,-7,-4,-2.4,0,1,7,-5
CCOc1ccc(S(=O)(=O)Nc2ccc3c(c2)OCO3)c2cccnc12,3,-14,-14,-1.3,1,6,-13,2
Cc1ccccc1C(=O)OCCN1CCOCC1,-3,4,-1,0.9,-9,-1,3,-1
COc1cccc(N2CC(C(=O)Nc3nnc(SCC(=O)NCc4ccco4)s3)CC2=O)c1 (centres undefined),1,6,-9,-0.5,9,0,-9,-5
COc1ccc2nc3cccc(OC)c3nc2c1,0,-11,-2,1.9,-5,4,-14,12
CCC(=O)Nc1ccc(-c2csc(C)n2)cc1,4,13,-6,-0.9,-7,-1,-50,-6
CC(C)(C)C(=O)NC1CC2CCCC(C1)N2C(=O)Nc1ccccc1Cl (centres undefined),4,-1,-4,0.2,5,-6,-1,-5
NCc1cc2c3c(c1)CCCN3CCC2,1,11,-2,-0.9,-3,14,1,22
COc1ccc(NC(=O)c2ccc(NC(=O)c3ccncc3)cc2)cc1,-1,20,6,2.6,6,8,-3,-7
O=C(CCc1ccccc1)c1nnc(-c2ccccc2)o1,2,24,2,0.1,-8,0,-8,-4
Nc1ccc(Nc2ccccc2)c(S(=O)(=O)O)c1,-2,9,0,1.6,-7,67*,11,18
Cc1ccsc1C(=O)NNC(=O)COc1ccc(Br)cc1,-2,0,-12,0.5,12,-2,4,-4
CCCCSc1cc(C)nc2ncnn12,3,10,2,-2.3,4,0,2,-3
CN(CC(=O)Nc1ccccc1Br)C(=O)c1n[nH]c2ccccc12,-1,-3,-2,-1.6,1,0,-23,-4
c1ccn(-c2ccc(N3CCOCC3)cc2)c1,-1,15,-2,-0.8,-5,-4,18,-3
CCOc1cc(CNCc2ccccc2)ccc1OCC(=O)NC1CCCCC1,1,17,12,-0.1,-3,2,30,-6
CCC(C)NC(=O)CO/N=C/c1ccccc1OC(F)F (centres undefined),-1,-14,-3,-1.2,-7,-5,1,-12
O=C(NCCc1c[nH]c2ccccc12)C(=O)NCC(c1ccco1)N1CCN(c2ccccc2F)CC1 (centres undefined),-2,20,2,-1.5,58*,1,9,-5
CCc1ccc(OCCOCCN2CCN(C)CC2)cc1,-8,7,4,1.9,-5,-1,7,-3
CN(C)S(=O)(=O)c1ccc(C(=O)OCCn2cnc3c2c(=O)n(C)c(=O)n3C)cc1,0,3,-2,-1.2,-11,0,-23,-8
COCCn1c(C)cc(C(=O)CSc2nnc(C3CC3)n2C2CC2)c1C,0,6,1,0.9,-9,-3,-6,-9
CCOC(=O)C1=C(C)NC(=O)NC1/C=C\c1ccccc1 (centres undefined),-1,-8,-3,1.9,2,-6,-1,-8
CC(C)(C)C1CCc2c(C(=O)NNC(=O)/C=C/C(=O)O)csc2C1 (centres undefined),-1,-5,4,-0.2,-10,-3,5,-6
CCOC(=O)c1cnn(-c2ccc(C(F)(F)F)cn2)c1N,0,-9,-8,-0.7,-8,6,-31,0
Cc1cc(C)c2ccc(C)[n+]([O-])c2c1O,0,13,7,-1.1,-8,-2,3,-9
CC(=O)c1ccc(OCc2cc(C(=O)N3CC4C[C@@H]5CC3C[C@H](C4)C5)no2)cc1,-1,11,-11,-1.1,9,-3,-8,-7
O=C1COc2ccc(C(=O)CSc3nc4ccccc4c(=O)n3-c3ccc(Cl)c(Cl)c3)cc2N1,-6,21,2,5.2,22,-2,8,-3
CCCSc1nsc(NC(=O)CCC)n1,-1,-2,-6,-1.9,-2,1,-75,0
CN(C)S(=O)(=O)c1cccc(NC(=O)COC(=O)c2cccn2C)c1,0,0,5,1.3,-4,0,-2,-4
Cc1c(O)nc(SCC(=O)Nc2ccc3c4c(cccc24)CC3)n(-c2ccc(F)cc2)c1=O,-1,3,3,3.8,7,-1,-6,-7
Cc1ccccc1NC(=O)C1CC(=O)N(c2ccc3c4c(cccc24)CC3)C1 (centres undefined),0,7,-4,-0.4,10,0,1,-6
CC(C)c1ccc(NC(=O)[C@@H](NC(=O)N2CC(=O)Nc3ccccc32)C(C)C)cc1,-3,18,4,-1.6,-5,-2,-38,-6
COc1ccc(/C=C2\SC(=O)N(CC(=O)Nc3ccccc3O)C2=O)cc1OC,5,1,-10,-0.1,-6,-3,5,-6
Cc1cc(C(=O)CCC(=O)Nc2ccc(S(N)(=O)=O)cc2)c(C)s1,-1,3,-2,0.3,3,1,-2,-7
O=C(CN(c1ccc(F)cc1)S(=O)(=O)c1ccc2c(c1)OCCO2)N1CCOCC1,-3,4,-2,-3.3,-2,1,-3,10
Cc1cccc(C)c1N1C(=O)CN(Cc2ccccc2)C1=S,1,5,1,-0.8,-16,-1,10,-8
COc1ccc(C2CCCN2C(=O)Nc2cccc(C(C)=O)c2)cc1OC (centres undefined),-1,-2,-9,1.4,6,1,32,-2
CCOc1ccc(/C=N/n2c(SC)nnc2-c2ccccc2)cc1OCC,-2,16,5,-0.4,-8,0,-6,1
CCc1cc(=O)oc2c(C)c(OC(C)C(=O)NCCCN3CCOCC3)ccc12 (centres undefined),4,12,-10,-2.6,2,0,-42,-2
Cc1cccc2c1NC(=O)C2(O)N1CCCC(C)C1 (centres undefined),0,4,-2,-1.2,-5,-2,-9,-3
CCOC(=O)c1cc(C(=O)OCC)c(=O)[nH]c1N1CCCCC1,0,11,-2,0.7,-8,0,5,-6
COc1ccc(Nc2ccc(S(=O)(=O)N3CCCCC3)cc2[N+](=O)[O-])cc1,1,28,16,5.2,7,-3,14,-8
O=C(Nc1ncc2c(n1)-c1ccccc1OC2)c1ccccc1Cl,-2,20,0,1.0,11,-3,0,-3
O=C(Nc1cccc(C(=O)N2CCCc3ccccc32)c1)c1ccccc1,-2,19,-2,0.7,10,-7,4,-1
Cc1ccc(NC(=O)CSc2nnc(CNC(=O)c3c(F)cccc3Cl)o2)cc1,-3,7,-25,-2.8,2,-3,-9,-6
CCN(CC(=O)NCc1cccs1)S(=O)(=O)c1ccc(C(C)C)cc1,0,10,-1,-1.1,-4,1,6,-4
Cc1ccc(CS(=O)(=O)c2nc3c(c(N(C)C)n2)CCCC3)cc1,-1,3,4,-0.9,-1,-3,10,-11
COc1ccc2c(c1)C(C)=CC(C)(C)N2S(=O)(=O)c1ccc(NC(C)=O)cc1,3,7,-22,-1.9,-6,1,47,-7
CC1(C)CC(=O)C=C(C(=O)N2CCCC(C(=O)c3cccc(C(F)(F)F)c3)C2)O1 (centres undefined),2,15,-6,0.6,-1,-5,1,2

# Compounds listed so far that contain bromine (two):
SMILES,NR3A LBD binder,CCR6 antag,CXCR6 inh,MPTP block,EBI2 block,APOBEC3A inh,Gli-Sufu antag,APOBEC3G inh
Cc1ccsc1C(=O)NNC(=O)COc1ccc(Br)cc1,-2,0,-12,0.5,12,-2,4,-4
CN(CC(=O)Nc1ccccc1Br)C(=O)c1n[nH]c2ccccc12,-1,-3,-2,-1.6,1,0,-23,-4

# More structures follow:
SMILES,NR3A LBD binder,CCR6 antag,CXCR6 inh,MPTP block,EBI2 block,APOBEC3A inh,Gli-Sufu antag,APOBEC3G inh
Cc1ccnc(NS(=O)(=O)c2ccc(NC(=O)c3ccc(C)o3)cc2)n1,-1,-5,0,1.9,4,0,3,-1
CC1(C)CC(=O)C2=C(C1)NC(=O)CC2c1cccc(F)c1 (centres undefined),8,0,-12,0.3,-2,-4,3,-12
Cc1nn(CC(=O)Nc2ccc(C(C)C)cc2)c(C)c1[N+](=O)[O-],-2,11,-3,13,0,-1,1,2
COc1cccc(NC(=S)Nc2cccc3ccccc23)c1,-14,15,-11,1.7,0,0,-40,8
O=C(COc1ccccc1F)Nc1cc(S(=O)(=O)Nc2cccc(Cl)c2)ccc1O,27*,-2,2,-1.0,8,4,-4,-4
CC1(C)NC(=O)N(CC(=O)N2CCCC(C(F)(F)F)C2)C1=O (centres undefined),3,-3,4,-1.8,-2,-5,-9,-8
COc1ccccc1OC(C)C(=O)Nc1nc(-c2ccc(S(=O)(=O)N3CCOCC3)cc2)cs1 (centres undefined),2,5,11,4.5,20,-5,19,-3
CC(C)(C)OC(=O)NCCCC[C@H](NC(=O)c1nc[nH]c1C(=O)N1CCN(C(=O)OC(C)(C)C)CC1)C(=O)OC(C)(C)C,0,-8,-1,-0.1,-4,-5,-1,-8
Cn1c(Cn2c(=O)sc3ccccc32)nnc1SCC(=O)Nc1cccc(Cl)c1,-1,1,6,-0.4,-7,0,-28,-3
COc1ccc(-c2cc(CNS(=O)(=O)c3ccc(F)cc3)on2)cc1,-1,11,0,-0.1,9,0,-19,-2
COc1cccc(NC(=O)CN(c2cccc(OC)c2)S(C)(=O)=O)c1,1,12,-3,-0.8,-7,-2,4,-3
CSCCC(C(=O)NC1=NCCS1)N1C(=O)c2ccccc2C1=O (centres undefined),1,-3,6,-1.9,2,0,1,0
O=C(CCn1nnc2ccccc2c1=O)NCC1CCC(C(=O)O)CC1 (centres undefined),0,6,-3,1.6,-14,-5,3,-7
CCN(CC)CCn1cnc2c1c(=O)[nH]c(=O)n2Cc1ccccc1,1,9,1,0.2,-1,-4,7,-6
S=c1[nH]nc(Cc2cccs2)n1-c1cccc2ccccc12,-1,9,1,0.8,-10,-4,-3,0
O=[N+]([O-])c1cc(-c2n(-c3ccccn3)c3ccccc3[n+]2-c2ccccn2)ccc1Cl,-1,19,-2,-2.4,-3,2,-1,-4
CC1CN(C(=O)c2ccccc2NS(=O)(=O)c2ccc(Cl)cc2)CC(C)O1 (centres undefined),-1,2,-4,-0.2,0,-3,5,-6

# Taken from above.
# `COc1ccccc1OC(C)C(=O)Nc1nc(-c2ccc(S(=O)(=O)N3CCOCC3)cc2)cs1` (centres undefined) @ CXCR6 inh = 11
# `Cn1c(Cn2c(=O)sc3ccccc32)nnc1SCC(=O)Nc1cccc(Cl)c1` @ EBI2 block = -7
# `CCN(CC)CCn1cnc2c1c(=O)[nH]c(=O)n2Cc1ccccc1` @ NR3A LBD binder = 1
# `CSCCC(C(=O)NC1=NCCS1)N1C(=O)c2ccccc2C1=O` (centres undefined) @ APOBEC3G inh = 0
